Assay outcomes (PubChem BioAssay)
Tn6 DDE FP = disrupts Tn6 cyclic peptide binding to fibrin D-Dimer-E complex. Fibrin DD(E) TRITC-Tn6 fluorescence polarization displacement. inhibition, % at 8.3 µM. 370,000 tested, 0.21% active. AID 720509;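 active = inhibition above a per-campaign cutoff: mean of compounds within control limits plus 3 SD, cut at about 15% in these data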;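 also: 0% = median of all compound wells on the plate and 100% = blocking peptide control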
ARFGAP1 inhibitor = inhibitors of rat ARFGAP1. Q62848. Arfgap1-stimulated ARF1 GTP hydrolysis, GDP FP detection. inhibition, % at 16.5 µM. 360,000 tested, 0.26% active;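 active = inhibition above a per-plate limit, mean inhibition of low control wells plus 3 SD, cut at about 25% in these data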;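 also: 0% = DMSO wells with enzyme and 100% = wells lacking Arfgap1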
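Material: rat Arfgap1 GAP domain (His6, aa 1-136), purified enzyme. Also added: human ARF1(Δ1-17)-GTP substrate. Compound dosing: 16.5 µM single point, 1.26% DMSO. Timing: enzyme reaction 120 min at 25 °C after 20 min preincubation. Signal: GDP detection by fluorescence polarization. Read-out basis: percent inhibition of GAP-stimulated GDP formation, scaled between DMSO and no-Arfgap1 medians.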
LEDGF integ inh = blocks HIV-1 LEDGF/p75-dependent DNA integration; TR-FRET IN-LEDGF/p75 DNA integration, Eu/Cy5; inhibition, % at 3.7 µM; 370,000 tested, 0.64% active;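 active = inhibition above the screen-wide mean plus 3 SD, cut at about 13% in these data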;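 also: signal is the Cy5 over europium emission ratio at 671 and 618 nm; 0% = plate median of compound wells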
ADAM17 inh = inhibits human ADAM17. P78536. recombinant ADAM17, EDANS/DABCYL FRET peptide cleavage. inhibition, % at 6.95 µM. 370,000 tested, 0.83% active. AID 720648;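 active = inhibition above the mean of compounds lying between control limits plus 3 SD, set per campaign, cut at about 8.5% in these data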;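 also: 0% = DMSO-only wells as the low control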
ADAM10 inh = inhibits human ADAM10 | inhibition, % at 7 µM | 370,000 tested, 0.62% active | AID 720582 | recombinant ADAM10, EDANS/DABCYL FRET peptide cleavage, 3 h | O14672;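 active = inhibition above a per-campaign cutoff equal to the mean of compounds falling between control-based bounds plus 3 SD, cut at about 20% in these data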;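 also: 0% = DMSO wells while the 100% control is not disclosed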
DDE Tn7 FP inh = DD(E)-Tn7 binding inhibition, primary FP screen | 370,000 tested, 0.13% active | FP displacement of FITC-Tn7 peptide from fibrin DD(E); 0% = median of compound wells per plate | AID 720508 | P02675 | inhibition, % at 8.3 µM;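 active = inhibition above the mean of compounds falling within the control limits plus 3 SD of them, cut at about 14% in these data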;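 also: 0% = plate median of compound wells and 100% = 10 µM Aha-Tn7 peptide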
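Assay system: human fibrin DD(E). Input: DD(E) 2 µM final. Medium: Tris buffer with calcium and detergent, pH 7.8. Compound dosing: single point at 8.3 µM. Timing: 10 min plus 3 h, room temperature. Technique: fluorescence polarization of the labelled Tn7 tracer. Read-out: percent inhibition. Replicates: singlicate testing.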
PLC-gamma1 inh = blocks human PLC-gamma1 enzyme activity. 370,000 tested, 0.84% active. P19174. inhibition, % at 12.2 µM. purified PLC-gamma1, fluorogenic substrate, fluorescence; in the data active = inhibition above about 9.5%
Target sequence (P19174 whole entry, looked up): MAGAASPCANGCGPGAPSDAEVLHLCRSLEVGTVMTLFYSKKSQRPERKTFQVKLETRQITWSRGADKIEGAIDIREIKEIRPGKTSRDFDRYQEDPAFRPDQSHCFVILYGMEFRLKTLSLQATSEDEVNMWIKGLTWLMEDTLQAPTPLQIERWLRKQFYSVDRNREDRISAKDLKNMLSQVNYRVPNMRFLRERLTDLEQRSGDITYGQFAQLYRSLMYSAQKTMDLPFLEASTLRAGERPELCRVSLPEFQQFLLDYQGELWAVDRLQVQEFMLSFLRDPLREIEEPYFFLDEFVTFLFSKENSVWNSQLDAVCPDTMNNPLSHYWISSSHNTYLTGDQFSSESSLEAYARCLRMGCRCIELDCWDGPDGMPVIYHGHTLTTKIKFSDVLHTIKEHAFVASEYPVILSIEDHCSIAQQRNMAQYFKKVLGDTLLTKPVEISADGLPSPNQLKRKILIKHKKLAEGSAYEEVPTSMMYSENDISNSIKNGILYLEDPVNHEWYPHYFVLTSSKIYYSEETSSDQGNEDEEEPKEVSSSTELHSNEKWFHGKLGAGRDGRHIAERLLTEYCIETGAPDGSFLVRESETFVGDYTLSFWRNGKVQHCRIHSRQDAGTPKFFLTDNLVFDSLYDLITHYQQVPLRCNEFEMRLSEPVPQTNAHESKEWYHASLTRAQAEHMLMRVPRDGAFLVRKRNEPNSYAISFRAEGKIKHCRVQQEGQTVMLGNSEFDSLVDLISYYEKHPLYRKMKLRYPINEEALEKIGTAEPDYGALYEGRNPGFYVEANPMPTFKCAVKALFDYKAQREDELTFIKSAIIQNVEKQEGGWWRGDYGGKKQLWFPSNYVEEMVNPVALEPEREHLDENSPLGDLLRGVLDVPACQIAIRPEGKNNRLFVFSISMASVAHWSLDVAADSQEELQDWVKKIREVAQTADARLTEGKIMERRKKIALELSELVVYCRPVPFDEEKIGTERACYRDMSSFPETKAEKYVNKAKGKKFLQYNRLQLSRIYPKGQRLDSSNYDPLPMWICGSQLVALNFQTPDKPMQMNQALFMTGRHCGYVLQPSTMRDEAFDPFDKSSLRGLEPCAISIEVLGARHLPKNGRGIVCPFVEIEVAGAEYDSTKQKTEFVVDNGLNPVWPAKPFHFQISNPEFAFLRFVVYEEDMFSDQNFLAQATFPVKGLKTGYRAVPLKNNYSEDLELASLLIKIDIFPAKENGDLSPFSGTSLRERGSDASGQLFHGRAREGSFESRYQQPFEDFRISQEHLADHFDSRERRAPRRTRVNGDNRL
TDP2 absorb = blocks human TDP2 phosphodiesterase activity. 370,000 tested, 0.34% active. recombinant TDP2, T5PNP hydrolysis, p-nitrophenol absorbance 415 nm. AID 720702. inhibition, % at 12.8 µM;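 active = inhibition above the mean of all tested compounds plus 3 SD, set per campaign, cut at about 25% in these data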;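 also: 0% = DMSO with enzyme and 100% = buffer with substrate but no TDP2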
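System – recombinant human TDP2 · Quantity – TDP2 enzyme at 120 nM final · Doses – single concentration, 12.8 µM nominal, with 1% DMSO · Incubation – 2 h at 37 °C · Measured by – epi absorbance of p-nitrophenol freed from T5PNP by hydrolysis · Read-out – % inhibition relative to enzyme-containing and enzyme-free wells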
proKLK7 act = activators of human kallikrein-7 zymogen; AID 652039; purified proKLK7, EDANS-DABCYL substrate fluorescence; 100% is mature enzyme control, 0% vehicle; activation, % at 7 µM; 370,000 tested, 0.9% active; P49862;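 active = activation above the mean of all tested compounds plus 3 SD, computed per campaign excluding outliers beyond control limits, cut at about 13% in these data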
ASAP1 inh = blocks human ASAP1-stimulated Arf1 GTP hydrolysis; 360,000 tested, 0.19% active; inhibition, % at 16.5 µM; GDP FP detection; AID 624377; Q9ULH1; in the data active = inhibition above about 25%;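 also: 0% = vehicle with enzyme and substrate and 100% = no enzyme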
An asterisk follows results filed as active; i = inactive; . = no result given.

SMILES	Tn6 DDE FP	ARFGAP1 inhibitor	LEDGF integ inh	ADAM17 inh	ADAM10 inh	DDE Tn7 FP inh	PLC-gamma1 inh	TDP2 absorb	proKLK7 act	ASAP1 inh
COc1ccc(NC(=O)CSc2nnc3ccc(-c4cccnc4)nn23)cc1	0	-12	1	-2	-6	-1	-6	4	-1.0	-14
CCOc1ccc(C(=O)N/N=C(\c2ccccc2)c2ccccn2)cc1	-4	-1	-2	0	1	-3	-3	3	-0.3	0
O=C(CN1CCN(S(=O)(=O)N2CCOCC2)CC1)Nc1cc(Cl)cc(Cl)c1	3	7	-1	-2	6	5	2	-10	0.3	-8
COc1c(N2CCN(C(=S)Nc3ccc(F)cc3)C(C)C2)c(F)cc2c(=O)c(C(=O)O)cn(C3CC3)c12 (configuration not stated)	-7	1	1	-6	-4	-9	2	13	-0.3	-13
C=CCn1c(CNC(=O)c2cccs2)nnc1SCc1ccc(Cl)cc1Cl	-3	1	2	1	-1	-8	2	-1	-0.1	1
O=C(c1cc(-c2ccccc2Cl)on1)N1CCCC1	2	11	-4	-4	-17	2	1	2	-0.5	7
O=C1CC(Cc2ccccc2)C(=O)N1c1ncccn1 (configuration not stated)	5	2	-6	-8	-7	-1	-2	7	0.2	0
CSc1ncccc1C(=O)OCC(=O)Nc1ccc(C)c(S(=O)(=O)N2CCOCC2)c1	8	-10	0	0	0	2	5	6	0.7	7
CC(C)c1cc(=O)[nH]c(N2CCN(Cc3ccc4c(c3)OCO4)CC2)n1	1	-7	-3	-5	3	2	1	7	0.0	14
COc1ccc(/C=C2\CCCCC2=O)cc1	1	6	5	-3	-1	2	-3	-6	-0.2	7

Retrieved by compound from the list above (two):
SMILES	Tn6 DDE FP	ARFGAP1 inhibitor	LEDGF integ inh	ADAM17 inh	ADAM10 inh	DDE Tn7 FP inh	PLC-gamma1 inh	TDP2 absorb	proKLK7 act	ASAP1 inh
CCOc1ccc(C(=O)N/N=C(\c2ccccc2)c2ccccn2)cc1	-4	-1	-2	0	1	-3	-3	3	-0.3	0
CC(C)c1cc(=O)[nH]c(N2CCN(Cc3ccc4c(c3)OCO4)CC2)n1	1	-7	-3	-5	3	2	1	7	0.0	14

Continuation:
SMILES	Tn6 DDE FP	ARFGAP1 inhibitor	LEDGF integ inh	ADAM17 inh	ADAM10 inh	DDE Tn7 FP inh	PLC-gamma1 inh	TDP2 absorb	proKLK7 act	ASAP1 inh
CCc1c(C)nc(SCC(=O)c2cccs2)c(C#N)c1C	-11	15	3	1	4	2	-47	8	0.7	7
COc1ccc2[nH]c(C)c(CCNC(=S)Nc3ccccc3OC)c2c1	-1	14	1	2	4	-7	1	-14	0.1	5
O=C1CC(c2ccc(Cl)cc2)Oc2ccc(Cl)cc21 (configuration not stated)	4	-5	-1	-5	-22	6	-6	0	-0.8	-13
CC(=O)Nc1cccc(C(=O)OCc2ccccc2)c1	-1	3	-1	-4	3	-1	0	3	0.2	-7
Cc1cc(NC(=O)CSCC(=O)Nc2ccc(C)c(C)c2)no1	-1	7	-4	0	-14	-3	1	3	-0.2	7
COc1ccc(N2CCN(C(c3cc4ccc(C)cc4[nH]c3=O)c3nnnn3C3CCCC3)CC2)cc1 (configuration not stated)	-5	8	5	-1	13	-1	-4	0	1.0	-7
Cc1ccc(C)c(SCC(=O)Nc2ccc(S(=O)(=O)Nc3ncccn3)cc2)c1	8	-1	2	1	2	-1	3	-16	0.3	-6
NC(=O)c1nsc(C(=O)N(Cc2cccnc2)C(C(=O)NC2CCCC2)c2ccc(F)cc2)c1N (configuration not stated)	1	3	8	-62	-144	5	-58	-5	1.8	2
COc1cc(C(=O)N2CCN=C2c2ccccc2)cc(OC)c1OC	-5	8	0	-1	3	3	4	-9	0.0	9
Cc1ccc(S(=O)(=O)N2CCC(C(=O)OC(C)C(=O)N(C)c3ccccc3)CC2)cc1C (configuration not stated)	1	0	5	-5	0	-3	4	-9	0.3	10
CCOC(=O)c1c(NC(=S)Nc2ccc(Cl)cc2)sc2c1CCN(C)C2	2	-4	1	-25	-94	0	-68	2	18*	6
Cc1ccc(N=C(NO)c2cnccc2C(F)(F)F)c(C)c1	0	1	-2	-4	-2	2	0	1	0.5	-4
N#Cc1cccc(CN2CCCN(Cc3ccc(F)cc3)S2(=O)=O)c1	-5	5	3	4	8	-6	9	-2	-1.1	-9
O=C1NCCN(Cc2ccc(Cl)c(F)c2)C1CC(=O)N1CCCCO1 (configuration not stated)	3	-8	1	-9	-30	5	-26	-3	-0.2	-5
CNS(=O)(=O)c1cc(N(C)S(=O)(=O)c2ccc(C)cc2)c(C)cc1C	2	3	1	-1	-5	-2	-1	-3	0.2	-3
COc1ccc(-n2cc(-c3ccc(Cl)cc3)[nH]c2=S)cc1	-1	2	3	-2	10	-6	5	-5	-0.2	20
Cn1cccc1/C=C1\Cc2ccccc2C1=O	-5	0	-1	-2	-1	3	-33	-12	1.1	-2
CCOC(=O)C(=CNc1ccc(NC2=NCC(C)(C)S2)cc1)C(=O)OCC	-4	6	1	-3	5	3	-37	1	-0.6	-3
CCOC(=O)C(C)Oc1ccc(NC(=O)C(Cl)Cl)cc1 (configuration not stated)	2	2	-5	0	-4	-3	1	7	0.0	-7
Cc1ccc(S(=O)(=O)n2ccnc2)cc1C	2	5	3	-2	-10	1	0	6	0.3	-10

Structures above shown as hits in proKLK7 act:
SMILES	Tn6 DDE FP	ARFGAP1 inhibitor	LEDGF integ inh	ADAM17 inh	ADAM10 inh	DDE Tn7 FP inh	PLC-gamma1 inh	TDP2 absorb	proKLK7 act	ASAP1 inh
CCOC(=O)c1c(NC(=S)Nc2ccc(Cl)cc2)sc2c1CCN(C)C2	2	-4	1	-25	-94	0	-68	2	18*	6

(cont.)
SMILES	Tn6 DDE FP	ARFGAP1 inhibitor	LEDGF integ inh	ADAM17 inh	ADAM10 inh	DDE Tn7 FP inh	PLC-gamma1 inh	TDP2 absorb	proKLK7 act	ASAP1 inh
COc1ccc(C)cc1NC(=O)CC1COc2ccccc2O1 (configuration not stated)	4	6	2	0	4	-1	2	-7	-0.3	2
O=C(/C=C/c1cn(-c2ccccc2)nc1-c1cccnc1)c1ccco1	-13	-13	6	-20	-69	-5	-49	-7	-4.8	-3
O=C(NCc1ccc(F)cc1)C(=O)NCC1CCCN1S(=O)(=O)c1ccccc1 (configuration not stated)	-4	-7	-1	-2	-1	8	-1	-1	0.3	11
Cc1ccc(-n2nc(C)cc2N)c(C)c1	-5	-1	-1	-1	-5	-1	0	-2	0.5	6
CC1Cc2cc(S(=O)(=O)N3CCC(C(=O)N4CCCCC4)CC3)ccc2N1C(=O)C1CC1 (configuration not stated)	-6	-6	-2	-1	10	1	1	-7	0.5	-10
CC(C)(C)OC(=O)N1CCC(CNC(=O)c2ccc(F)cc2)CC1	-8	-5	0	-1	2	5	1	-5	-0.2	3
CC(=O)OC1CC(c2cc(C(C)(C)C)c(O)c(C(C)(C)C)c2)=NO1 (configuration not stated)	1	-14	3	2	8	-5	3	-1	0.1	15
Cc1cc(N2C(=O)C(O)=C(C(=O)c3cc4ccccc4o3)C2c2ccc(OC(C)C)cc2)no1 (configuration not stated)	5	-6	-1	0	-8	1	-15	-2	-1.3	-19
Cc1ccc(NS(=O)(=O)c2cccc(C(=O)NC3CCN(Cc4ccccc4)CC3)c2)c(C)c1	2	1	-1	6	8	1	2	-10	0.4	-2
NC(=NC1CCCCC1)c1ccc(Cl)cc1	7	0	6	2	7	-12	5	0	0.1	-8
CCCS(=O)(=O)c1c(S(=O)(=O)CCC)c2cc(-c3ccncc3)ccn2c1C(=O)OC	3	-4	0	i	i	-1	i	-7	66*	8
O=C(Cc1ccccc1[N+](=O)[O-])NCC(O)c1ccc2c(c1)OCO2 (configuration not stated)	-4	-5	-1	-6	-7	-2	0	4	0.5	-13
COc1cccc(CC(=O)Nc2sc3c(c2C(N)=O)CCCC3)c1	-1	6	-3	-3	-4	0	-3	2	0.4	-3
Cc1nc(C)c(CCNC(=O)c2cccc(Cl)c2)s1	0	0	0	3	4	-3	-1	15	-0.1	9
Cc1ccccc1NC(=O)CSc1nnc(-c2ccccc2)n1-c1ccccc1	-7	0	-1	-2	-2	0	0	-1	-0.1	-10
Cc1cc(C)c(C#N)c(SCC(=O)N(CC(C)C)C2CCS(=O)(=O)C2)n1 (configuration not stated)	-4	-10	5	2	5	-4	1	-13	0.6	-2
CCC(=O)NC1(C(F)(F)F)C(=O)Nc2c1c(=O)[nH]c(=O)n2Cc1ccco1 (configuration not stated)	-3	-1	-1	0	1	1	6	-11	-0.6	-2
CSc1ccccc1C(=O)Nc1cccc([N+](=O)[O-])c1C	-1	-3	-5	-6	-3	3	2	1	0.3	-16
COc1ccc(N2CCN(C(=O)[C@@H](NC(=O)c3ccccc3Cl)C(C)C)CC2)cc1	1	4	-3	2	2	-1	-3	-4	-0.1	6
COC(=O)CN1CCN(C(=O)c2csc(N3CCOCC3)n2)CC1	-1	.	3	0	1	-4	-2	-7	0.2	.
COc1ccccc1NS(=O)(=O)c1ccc(C(=O)N2CCN(c3ccccc3)CC2)cc1	-2	11	-1	-3	1	-3	0	1	0.3	2
CC(C)n1c(O)c(N=NC(=O)CNC(=O)Cc2ccc(Cl)cc2)c2ccccc21	0	1	-3	3	6	5	1	5	-0.1	-9

Some entries already given, limited to ADAM10 inh, TDP2 absorb and ADAM17 inh.
SMILES | ADAM10 inh | TDP2 absorb | ADAM17 inh
CCCS(=O)(=O)c1c(S(=O)(=O)CCC)c2cc(-c3ccncc3)ccn2c1C(=O)OC | i | -7 | i
COc1ccccc1NS(=O)(=O)c1ccc(C(=O)N2CCN(c3ccccc3)CC2)cc1 | 1 | 1 | -3
COC(=O)CN1CCN(C(=O)c2csc(N3CCOCC3)n2)CC1 | 1 | -7 | 0
Cc1nc(C)c(CCNC(=O)c2cccc(Cl)c2)s1 | 4 | 15 | 3
CC(C)n1c(O)c(N=NC(=O)CNC(=O)Cc2ccc(Cl)cc2)c2ccccc21 | 6 | 5 | 3
